# TLR4-MyD88 BLA: inhibitors of TLR4-MyD88 association in cells, primary screen, cell-based, HeLa CL3-4, BLA complementation, FRET ratio; Toll-like receptor 4 (Homo sapiens) + Myeloid differentiation primary response protein …; 200,000 compounds, 0.18% hits; inhibition, % at 8.4 µM; HeLa CL3-4 TLR4/MyD88 BLA complementation; in the data active = inhibition above about 25%;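 also: 0% = vehicle and 100% = reference inhibitor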
# Target sequence (O00206 whole entry, looked up): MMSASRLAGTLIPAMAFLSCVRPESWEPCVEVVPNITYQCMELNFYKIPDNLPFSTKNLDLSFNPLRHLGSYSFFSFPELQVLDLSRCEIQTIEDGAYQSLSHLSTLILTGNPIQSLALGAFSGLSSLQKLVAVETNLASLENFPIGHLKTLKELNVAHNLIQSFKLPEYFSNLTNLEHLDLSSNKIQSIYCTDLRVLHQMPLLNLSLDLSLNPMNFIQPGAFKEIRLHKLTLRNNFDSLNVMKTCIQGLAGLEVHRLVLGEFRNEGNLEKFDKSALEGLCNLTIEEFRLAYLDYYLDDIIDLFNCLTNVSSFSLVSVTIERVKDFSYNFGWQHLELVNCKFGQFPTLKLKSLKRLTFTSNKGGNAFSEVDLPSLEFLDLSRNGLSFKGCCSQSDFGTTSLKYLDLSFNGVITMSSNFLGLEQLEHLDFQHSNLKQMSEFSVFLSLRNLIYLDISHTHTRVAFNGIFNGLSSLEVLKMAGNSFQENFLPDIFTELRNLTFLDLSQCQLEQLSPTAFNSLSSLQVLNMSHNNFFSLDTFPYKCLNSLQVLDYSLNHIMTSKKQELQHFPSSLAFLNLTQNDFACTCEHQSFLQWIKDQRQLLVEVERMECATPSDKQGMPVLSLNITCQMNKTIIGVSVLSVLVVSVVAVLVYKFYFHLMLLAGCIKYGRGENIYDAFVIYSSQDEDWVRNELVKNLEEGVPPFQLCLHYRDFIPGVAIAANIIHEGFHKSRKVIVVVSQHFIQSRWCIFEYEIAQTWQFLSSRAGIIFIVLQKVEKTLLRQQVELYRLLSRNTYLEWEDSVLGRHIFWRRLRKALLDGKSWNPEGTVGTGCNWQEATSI
# Target sequence (Q99836 whole entry, looked up): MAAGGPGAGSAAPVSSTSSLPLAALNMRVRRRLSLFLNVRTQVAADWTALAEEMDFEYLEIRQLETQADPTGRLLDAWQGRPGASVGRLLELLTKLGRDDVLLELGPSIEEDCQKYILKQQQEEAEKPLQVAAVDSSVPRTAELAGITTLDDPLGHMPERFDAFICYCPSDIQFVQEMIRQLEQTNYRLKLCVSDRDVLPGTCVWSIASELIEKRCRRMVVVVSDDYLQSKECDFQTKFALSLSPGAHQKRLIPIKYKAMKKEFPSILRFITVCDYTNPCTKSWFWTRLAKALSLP
# bIAP act: bovine intestinal alkaline phosphatase activators, primary screen, biochemical, bovine IAP, CDP-star luminescence | purified bovine IAP, 30 min; stronger effect = higher value; fold of DMSO-control signal, blank-subtracted | activation factor at 20 µM | 200,000 compounds, 0.17% hits | AID 1016, 2008;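 active = activation factor of 2 or more at 20 µM, a signal rise over negative controls twice the positive control's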
# PPARg SRC-1 ag: PPARgamma agonists recruiting SRC-1 coactivator, primary screen, biochemical; Peroxisome proliferator-activated receptor gamma (Homo sapiens), P37231; 200,000 compounds, 0.41% hits; PPARgamma-SRC-1 coactivator recruitment biochemical assay; activation, % at 8 µM; AID 631, 2007; in the data active = activation above about 19%;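 also: 0% = DMSO and 100% = reference agonist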
# bIAP inhibitor: bovine intestinal alkaline phosphatase inhibitors, primary screen, selectivity assay for TNAP inhibitor project, biochemical, bovine IAP, CDP-star luminescence | AID 1019, 2008 | inhibition, % at 20 µM | purified bovine IAP, 30 min | alkaline phosphatase, intestinal [Bos taurus] | 190,000 tested, under 10 active;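 active = over 50% inhibition of intestinal alkaline phosphatase at 20 µM in the single-dose screen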
#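 System: purified bovine intestinal alkaline phosphatase (IAP) enzyme; Input: IAP diluted 1/65,000,000 in the well; Measured by: CDP-star luminescence signal; Compound dosing: 20 µM single dose; Incubation: 30 min reaction at room temperature.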
# Lmaj promast: Leishmania major promastigote growth inhibition, primary screen; inhibition, % at 10 µM; Leishmania major promastigotes, resazurin fluorescence viability; 200,000 compounds, 9% hits; in the data active = inhibition above about 50%;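 also: promastigotes grown with compound for 44 hours at 28 °C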
# PPARg SRC2 recr: agonists of PPARg-SRC-2 recruitment, primary screen, biochemical, HTS; Peroxisome proliferator-activated receptor gamma (Homo sapiens), P37231; PPARgamma LBD-SRC-2 recruitment; activation, % at 8 µM; 200,000 compounds, 0.34% hits; in the data active = activation above about 22%;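 also: 0% = vehicle and 100% = reference agonist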
# TR-FRET SRC-2 ct: TR-FRET signal artefacts, primary screen, artefact control for PPARgamma SRC-2 agonist project, biochemical; TR-FRET artefact counter-screen; stronger effect = higher value; TR-FRET ratio at 8 µM; 200,000 compounds, 0.4% hits; AID 1049, 2008; in the data active = TR-FRET ratio above about 2000; also: inactives centre near 1500
# DTT redox prof: compounds producing H2O2 with reducing agent – biochemical, NIH compound library profiling, artefact control for MLSCN library redox annotation, primary screen | DTT-dependent redox cycling H2O2, phenol red/HRP absorbance; 100% = 100 µM peroxide control, 0% = buffer | activation, % at 10 µM | 200,000 compounds, 0.03% hits | AID 878, 2007;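 active = activation of at least 50% relative to the plate's high and low controls in the primary single-dose screen; inactive = activation below 50%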;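 also: compound incubated with DTT at 0.8 mM final as the reducing agent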
# PPARg SRC-3 ag: PPARgamma agonists recruiting SRC-3 coactivator, primary screen, biochemical. Peroxisome proliferator-activated receptor gamma (Homo sapiens), P37231. biochemical PPARgamma/SRC-3 coactivator recruitment assay. activation, % at 8 µM. 200,000 compounds, 0.26% hits; in the data active = activation above about 23%;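 also: 0% = DMSO and 100% = reference agonist; some compounds past the cut are filed as inactive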
# S1P3 antagonist: S1P3 receptor antagonists, primary screen, cell-based; 170,000 compounds, 0.27% hits; AID 485, 2006; inhibition, % at 4.98 µM; CHO S1P3 NFAT-BLA reporter, FRET fluorescence, antagonist mode;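 active = inhibition above the plate cutoff, the mean inhibition of test wells on that plate plus 3 SD, cut at about 28% in these data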;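 also: cells challenged with S1P at its EC80 of 0.8 µM; blue over green emission ratio from cleaved BLA substrate after 4 h stimulation; 0% = S1P-stimulated wells and 100% = unstimulated DMSO-only wells; some compounds past the cut are filed as inactive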
# ROMK primary: ROMK potassium channel modulators, primary screen, cell-based, thallium flux, MLSMR library. B-score at 10 µM. AID 1918, 2009. Tet-inducible ROMK, thallium flux fluorescence; actives lie on both sides. 130,000 compounds, 2% hits. ATP-sensitive inward rectifier potassium channel 1 (Homo sapiens), P48048;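 active = signal ratio slope over the read window, or its plate-corrected B-score, at least 3 SD from the plate mean, either direction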;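 also: B-score of the F/F0 ratio slope over 7 to 12 s after thallium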
# Starred values were filed as active, the others as inactive; x = not tested or not shown.
SMILES,TLR4-MyD88 BLA,bIAP act,PPARg SRC-1 ag,bIAP inhibitor,Lmaj promast,PPARg SRC2 recr,TR-FRET SRC-2 ct,DTT redox prof,PPARg SRC-3 ag,S1P3 antagonist,ROMK primary
CC12CCC(C(=O)N(CC(=O)O)C1=O)C2(C)C (stereo not drawn),-6.6,1,4.4,-3.1,-5.4,1.6,1582,-0.1,0.0,1.3,0.197
CCN(CC)S(=O)(=O)c1ccc(N/N=C/c2cc(OC)c(OC)cc2OC)nc1,3.3,0.9,-1.6,13.6,-0.8,1.7,1535,0.1,0.7,-4.5,x
COc1ccc(S(=O)(=O)Nc2cccc(SC)c2)cc1OC,-4.4,0.8,-0.1,15.2,-1.3,1.5,1615,-3.7,-1.4,-23.3,x
O=C(NC1CC1)C1=C[C@H](c2ccc3c(c2)OCO3)C[C@H](OCc2ccc(CO)cc2)O1,-5.8,1,-0.4,-1.3,-4.7,-7.4,1521,-2.0,0.3,-17.2,x
Cc1cc(SCC(=O)c2cccs2)nc2c(C)cccc12,-3.3,0.6,-0.9,37.0,-2.7,10.6,1772,-3.9,16.3,x,x
COc1nc(OCC#N)nc(N(C)C)n1,0.8,1,-1.1,2.4,-7.1,-3.7,1417,3.0,-10.7,x,x
CCN(CC)C(=O)C1CC(=O)N(c2ccc(F)c(Cl)c2)C1 (stereo not drawn),-13.0,1,9.0,3.9,-6.5,0.4,1524,3.6,1.4,-29.4,x
CCC(C)(C)NC(=O)c1cc([N+](=O)[O-])ccc1N1CCCCC1,-17.8,1.1,3.0,-12.9,-0.3,0.2,1492,-0.5,2.9,-2.4,-0.767
COCC(=O)Nc1ccccc1Br,8.0,1.4,2.0,-41.4,54.3*,-9.2,1501,0.2,-0.3,3.4,0.918
Cn1nnc(NC(=O)c2ccc3ccccc3c2)n1,11.0,1,4.5,4.1,34.8,2.5,1670,-1.3,13.2,x,0.833
CC(C)(C)NC(=O)C1CCN(C(=O)c2ccc(-c3ccccc3)cc2)CC1,-2.2,1.2,-2.5,-17.5,-1.2,0.2,1617,-0.1,-4.5,x,0.0446
O=C(NN1C(=O)c2ccccc2NC1c1ccccn1)c1ccccc1 (stereo not drawn),-1.8,1,0.5,-4.8,41.1,8.9,1709,-0.4,5.2,-6.3,x
CC(Sc1nnc(C(F)(F)F)n1C)C(=O)NC(N)=O (stereo not drawn),6.7,0.9,0.6,7.0,-5.7,1.0,1577,2.8,11.5,x,x
CCOc1ccccc1NC(=O)CN1C(=O)COc2ccc(Cl)cc21,-1.8,1.1,11.0,-6.4,-3.8,5.6,1531,-1.1,7.8,-11.6,x
COc1cccc(C2CC(C(F)(F)F)n3ncc(C(=O)NC(C)(C)C)c3N2)c1 (stereo not drawn),-3.4,0.9,3.8,7.7,4.5,-3.8,1508,1.0,12.3,x,x
COc1ccccc1OCC(=O)NNC(=O)c1ccoc1C,-10.5,0.9,3.3,11.0,-4.1,-1.1,1570,-0.1,0.5,-2.9,-0.546
CS(=O)(=O)Nc1ccc(C(=O)NCCc2ccccc2)cc1,-9.1,0.9,-1.6,9.2,-5.4,2.7,1553,0.4,2.0,-4.9,-0.0118
CCN(CC)c1ccc(CN2CCCCCC2)cc1,-9.3,1,3.3,-2.8,89.8*,3.2,1500,2.0,14.2,x,x
COc1ccccc1/C=C(/CC(=O)NCc1ccc(F)cc1)c1nc2ccccc2s1,-12.8,1,-5.3,1.6,9.2,-0.9,1511,0.1,-2.1,0.8,0.814
Cc1ccc(OCC(=O)N/N=C2/SCC(=O)N2Cc2ccco2)cc1,-19.6,1.1,6.5,-9.7,2.6,2.2,1499,-0.4,4.2,-3.4,x
O=C(Nc1ccc2c(c1)OCO2)c1cnn2cccnc12,13.4,0.9,3.5,5.3,2.5,13.3,1640,0.9,-11.8,-0.4,0.305
Cc1ccc(S(=O)(=O)N(C(=O)c2ccncc2)c2ccc(OC(=O)c3ccncc3)c3ccccc23)cc1,-2.4,1,0.7,3.1,97.9*,2.5,1606,0.2,0.0,0.4,x
Nc1cc2sc(-c3ccc(C(=O)O)cc3)nc2cc1Cl,5.5,0.9,9.8,11.5,3.2,5.3,1687,0.1,0.6,-3.9,x
Cc1ccc(C(=O)NN2C(=O)CSC2=S)cc1,6.7,1,5.7,4.3,49.5,4.2,1654,-0.2,5.7,-3.4,0.742
CC(NC(=O)C(=O)NN=C1CCCC1)c1ccccc1 (stereo not drawn),-16.7,1,6.5,0.4,-6.1,1.1,1799,-0.3,1.0,1.1,0.326

# As entered above:
# Result for Cc1ccc(C(=O)NN2C(=O)CSC2=S)cc1 in PPARg SRC-3 ag: 5.7
# Result for Cc1cc(SCC(=O)c2cccs2)nc2c(C)cccc12 in Lmaj promast: -2.7

# The list goes on:
SMILES,TLR4-MyD88 BLA,bIAP act,PPARg SRC-1 ag,bIAP inhibitor,Lmaj promast,PPARg SRC2 recr,TR-FRET SRC-2 ct,DTT redox prof,PPARg SRC-3 ag,S1P3 antagonist,ROMK primary
Cc1c(C(=O)Nc2nnc(SCc3ccccc3Cl)s2)cccc1[N+](=O)[O-],9.7,0.8,1.6,17.1,74.1*,-2.5,1456,0.6,2.2,2.8,-0.13
Cc1nc2c(Br)c3nc(C(F)(F)F)[nH]c3c(Br)c2[nH]1,-17.1,0.9,6.9,6.5,-0.4,9.8,1884,-1.1,12.4,-21.5,x
Cc1ccc(CNc2ccc(S(=O)(=O)N3CCOCC3)cc2[N+](=O)[O-])cc1,-7.7,0.7,9.4,30.6,-4.8,2.9,1388,2.0,-2.4,-8.2,x
O=C(CSc1nc2ccc(NC(=O)CSc3nnnn3-c3ccccc3)cc2s1)Nc1ccccc1,-13.5,1,13.4,4.9,-4.3,2.5,1805,-0.5,4.0,-5.1,0.31
CN(C)/C=C/C(=O)/C=C/c1ccc(Cl)cc1,3.3,1,-6.1,1.8,17.5,1.2,1781,0.3,2.2,-4.3,-0.273
CCn1ncc(Br)c1C(=O)Nc1nccs1,-10.4,0.8,-1.9,17.4,-7.7,-0.1,1629,0.6,3.1,14.8,-0.00645
Cc1cc[n+](CC(=O)Nc2cc(C(F)(F)F)ccc2Cl)cc1,0.7,1,-2.1,2.6,-2.0,-4.5,1668,1.8,-6.0,x,x
O=c1[nH]c(/C=C/c2ccc(OC(F)F)cc2)nc2c1cnn2-c1ccccc1,4.1,0.9,-8.8,12.4,16.0,-3.1,1456,0.5,-2.4,-1.2,-0.108
CCOC(=O)c1cnn(Cc2ccccc2)c1N,-11.6,0.9,3.7,14.0,-7.8,2.4,1727,0.4,0.7,x,-0.652
O=C(CSc1ncccn1)N/N=C/c1cccc([N+](=O)[O-])c1,-13.0,1,-2.9,-1.3,-2.4,-5.6,1437,0.3,-1.6,-10.9,-0.000567
CN(C)c1nc(SCC(=O)Nc2ccccc2)nc(N2CCOCC2)n1,-11.9,0.9,5.5,9.8,-0.5,10.2,1628,-0.3,0.6,11.7,0.0676
COc1ccc(N=Cc2c(O)c3ccccc3oc2=O)cc1,2.7,0.9,12.0,13.0,-1.0,12.9,1410,1.1,-4.7,-4.7,x
COc1ccccc1NC(=O)COc1ccc(C(=O)OCC(=O)NC(C)(C)C)cc1OC,2.8,1.1,-0.6,-10.3,4.7,-0.5,1518,-2.0,-0.2,-3.6,1.76
COc1ccc(C)cc1NC(=O)Nn1cnnc1,0.8,0.9,-1.3,11.2,-2.3,-2.4,1487,0.5,6.6,x,0.983
Cc1ccc(NC2=Nc3ccccc3CS2)cc1,-2.6,0.9,-5.6,10.2,4.1,-2.2,1300,2.7,-12.3,7.2,x
OC(c1ccccc1)c1nccn1Cc1ccccc1 (stereo not drawn),-10.8,1,1.5,4.8,-1.6,6.6,1634,0.3,-4.8,x,0.209
Oc1ccccc1CNc1ccc(OC(F)(F)F)cc1,-29.5,0.9,12.3,7.1,-4.3,4.8,1726,-1.0,4.1,14.9,0.184
COc1cc(C(=O)NC(=S)NCc2ccco2)cc(OC)c1OC,0.3,1,-3.4,-0.4,-7.0,13.3,1539,-3.7,2.4,x,0.608
CC1=NNC(=O)C1CC(=O)N/N=C(\C)c1ccco1 (stereo not drawn),-7.9,1.1,2.1,-6.2,1.4,5.8,1775,-0.7,2.0,-22.9,0.463
O=C(O)c1cccc(Cn2cc(Br)cn2)c1,-8.7,1,-3.1,-0.8,-0.4,-3.5,1318,2.6,-5.0,-37.6,0.681
O=C(Nc1ccc2c(c1)OCCO2)C1CCN(S(=O)(=O)Cc2ccccc2)CC1,1.1,0.9,0.9,9.8,0.6,-3.8,1473,1.6,-4.6,-0.7,-0.141
Cn1c(CNC(=O)c2ccc(Cl)c(Cl)c2)nnc1SCC(=O)Nc1sc2c(c1C#N)CCCC2,-8.9,0.9,-4.3,10.2,-5.5,3.2,1405,0.1,-0.1,x,-0.316
FCCCOc1ccc(-c2nccc(-c3ccc(F)cc3)n2)cc1,3.1,1.1,3.3,-6.0,-3.4,0.2,1633,-2.1,-0.9,x,x
CN1C(=O)NC(NC(=O)c2cccs2)(C(F)(F)F)C1=O (stereo not drawn),11.3,0.9,9.2,5.6,-5.5,0.6,1550,0.1,1.2,-24.6,-0.0739
O=C1c2ccccc2C(=O)N1CCCOCc1c[nH]c(=O)[nH]c1=O,-1.1,1,-3.7,0.5,-5.0,-2.0,1591,-0.6,2.8,-31.0,x

# (further entries)
SMILES,TLR4-MyD88 BLA,bIAP act,PPARg SRC-1 ag,bIAP inhibitor,Lmaj promast,PPARg SRC2 recr,TR-FRET SRC-2 ct,DTT redox prof,PPARg SRC-3 ag,S1P3 antagonist,ROMK primary
Cn1c(=Nc2ccccc2)sc2ccccc21,1.7,0.8,0.4,18.8,-6.2,-7.7,1622,-1.5,-0.5,x,-0.0941
O=C1OCCC1Sc1nc2ccccc2n1Cc1ccccc1 (stereo not drawn),17.2,0.9,0.7,7.8,-11.4,11.4,1465,1.2,-7.5,x,-0.422
CC1=CC(=O)C=C(C)C1=NOc1ccc([N+](=O)[O-])cc1,1.8,1.1,5.0,-5.3,59.6*,1.7,1313,-0.4,0.4,-24.8,0.318
O=S(Cc1cc(Oc2ccccc2)nc(-c2ccccc2)n1)c1ccccc1 (stereo not drawn),-2.0,0.9,6.5,7.4,11.9,2.8,1492,2.0,-1.8,x,x
Cn1c(NC(=O)/C=C/c2ccco2)cc(=O)n(C)c1=O,-10.2,0.9,2.0,7.2,-2.6,3.1,1557,0.0,-3.5,-2.9,0.357
CCOc1ccc(NS(=O)(=O)c2ccc(NS(=O)(=O)c3ccc(SC)cc3)cc2)cc1,0.6,0.9,-1.5,14.1,-4.2,6.5,1374,-2.6,10.5,x,x

# Bioassay records deposited in PubChem BioAssay by several laboratories.
